5HT1a ag = agonists of human 5-HT1a serotonin receptor | P08908 | CHO 5-HT1a Ga15 NFAT-bla reporter, FRET ratio; 0% basal, 100% maximal reference agonist | activation, % at 10 µM | 65,000 compounds, 0.56% hits | AID 567;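 active means activation above the screen-wide mean activation plus 3 SD, cut at about 19% in these data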;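 further: 0% = DMSO wells and 100% = 5-CT at EC100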
NADH enzymes = inhibition of NAD/NADH coupling enzymes, library profiling | coupled PK/LDH NADH assays, four targets | IC50, µM (doses to about 10 µM), inactives show at the top dose inhibition | 65,000 compounds, 0.02% hits | AID 774;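 active means single-dose screening hits from any of four coupled enzyme assays that gave an IC50 when retested across doses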;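 further: the DPM-DC format reads NADH fluorescence rather than 340 nm absorbance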
Ecoli tolC = blocks growth of E. coli BW25113 tolC mutant | OD615 | growth inhibition, % at 10 µM (by protocol) | 65,000 compounds, 2.2% hits | AID 573;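 active means growth inhibition at or above a cutoff equal to the mean over every tested compound plus 3 SD, cut at about 60% in these data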;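 further: growth measured after 20 h incubation at 37 °C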
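Test system: E. coli BW25113 ΔtolC::kan bacteria; incubation: 37 °C, 20 h exposure; medium: LB broth supplemented with 50 µg/mL kanamycin; read-out basis: percent growth inhibition; signal: A615 absorbance measurement; compound: 10 µM final, single dose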
SF1 activator = activators of human nuclear receptor SF-1; Q13285; activation, % at 10 µM; CHO-K1 Gal4-SF-1 LBD luciferase reporter; % increase over DMSO SF-1-specific signal; 65,000 compounds, 1.9% hits;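 active means activation above the mean activation of all tested compounds plus 3 SD, cut at about 50% in these data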
Target sequence (Q13285 whole entry, looked up, the tested form may be a part): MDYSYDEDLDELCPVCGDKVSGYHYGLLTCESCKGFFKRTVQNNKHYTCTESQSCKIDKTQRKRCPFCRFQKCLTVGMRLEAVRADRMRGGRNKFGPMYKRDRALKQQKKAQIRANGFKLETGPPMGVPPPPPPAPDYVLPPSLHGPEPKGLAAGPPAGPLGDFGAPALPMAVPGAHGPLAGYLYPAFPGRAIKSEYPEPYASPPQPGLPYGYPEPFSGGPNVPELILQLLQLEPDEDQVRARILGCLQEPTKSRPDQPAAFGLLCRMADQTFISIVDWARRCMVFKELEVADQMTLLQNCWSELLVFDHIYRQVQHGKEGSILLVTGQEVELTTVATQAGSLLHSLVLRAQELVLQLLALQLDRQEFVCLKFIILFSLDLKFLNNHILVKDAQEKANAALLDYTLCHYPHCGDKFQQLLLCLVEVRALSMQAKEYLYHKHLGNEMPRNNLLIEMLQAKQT
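Material: CHO-K1 cells with Gal4–hSF-1 LBD chimera plus Gal4-driven luciferase / Input: 4,000 CHO-K1 cells per well / Incubation: compound exposure 20 h at 37 °C / Signal: luminescence read 15 min after SteadyLite luciferase reagent, after room-temperature equilibration / Read-out: percent activation versus DMSO / Benchmarks: DMSO negative control and −SF1 background wells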
5HT1a antag = blocks the human serotonin 5-HT1a receptor. CHO 5-HT1a Ga15 NFAT-bla reporter, antagonist mode. inhibition, % at 10 µM. 62,000 compounds, 0.68% hits;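 active means inhibition above the mean of all tested compounds plus 3 SD, cut at about 43% in these data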;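 further: receptor stimulated by 5-CT agonist at 100 nM near EC80; beta-lactamase reporter measured by ratiometric fluorescence of a cleavable substrate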
HTR1E agonist = agonists of human 5-HT1E serotonin receptor. P28566. CHO 5-HT1E Ga15 NFAT-bla reporter, FRET; 0% DMSO wells, 100% control agonist wells. activation, % at 6 µM. 65,000 compounds, 0.69% hits. AID 574;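 active means activation above a set limit, the screen-wide mean activation plus 3 SD, cut at about 8.5% in these data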;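 further: 100% = positive control agonist at 1 µM giving full maximal response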
Target sequence (P28566 whole entry, looked up): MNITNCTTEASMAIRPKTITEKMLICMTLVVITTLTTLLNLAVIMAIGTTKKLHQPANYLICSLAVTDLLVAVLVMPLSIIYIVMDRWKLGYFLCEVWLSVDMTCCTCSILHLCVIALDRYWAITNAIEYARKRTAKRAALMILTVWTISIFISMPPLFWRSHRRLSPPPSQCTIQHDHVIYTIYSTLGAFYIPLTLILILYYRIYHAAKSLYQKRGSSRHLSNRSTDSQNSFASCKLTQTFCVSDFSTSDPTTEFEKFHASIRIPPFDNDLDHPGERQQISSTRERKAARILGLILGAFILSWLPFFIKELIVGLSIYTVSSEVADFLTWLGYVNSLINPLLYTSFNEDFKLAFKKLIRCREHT
HTR1E antagonist = 5-HT1E (human) receptor antagonism | P28566 | CHO 5-HT1E Ga15 NFAT-bla reporter, FRET, antagonist | inhibition, % at 6 µM | 65,000 compounds, 0.99% hits;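 active means inhibition above a set limit, the mean inhibition across every tested compound plus 3 SD, cut at about 29% in these data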;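 further: signal is the 460 over 535 nm emission ratio of beta-lactamase substrate; 0% = agonist plus DMSO wells and 100% = wells without agonist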
RORa activator = RORA (human) activation; activation, % at 10 µM; AID 560; 65,000 compounds, 1.5% hits; CHO-K1 Gal4-RORA LBD luciferase reporter, luminescence; percent increase over mock-subtracted basal signal;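 active means activation above the mean of all tested compounds plus 3 SD, cut at about 49% in these data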;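 further: 0% = DMSO-treated RORA cells and 100% = added signal equal to DMSO minus mock-transfected cells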
MMP-13 inhibitor = MMP13 (human) collagenase inhibition. MMP-13 fTHP FRET cleavage, Mca fluorescence. inhibition, % at 4 µM. 65,000 compounds, 0.07% hits;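 active means inhibition above the mean of compound-free control plate wells plus 3 SD, cut at about 14% in these data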;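 further: 0% = DMSO wells and 100% = wells with reference MMP-13 inhibitor after basal subtraction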
* marks the source's active call; other numbers are inactive results; i = inactive; . = not tested or not shown; [ ] = dose if it differs, or a comment. Hits appear at their usual frequency; 7.2% or so of the library scored in one or more.

cpd	canonical_smiles	5HT1a ag	NADH enzymes	Ecoli tolC	SF1 activator	5HT1a antag	HTR1E agonist	HTR1E antagonist	RORa activator	MMP-13 inhibitor
1	COc1cc(OC)c(NC(=O)CCNC(=O)Cn2cnc3ccccc3c2=O)cc1Cl	-3.1	3%	-10	-10	-5	0.5	-7	1	4
2	CCOC(=O)C1=C(C)OC(N)=C(C#N)C1c1cc2ccccc2nc1N1CCCCC1 (centres undefined)	-0.9	12%	-4	0	.	-0.5	7	-8	-31
3	Cn1c(SCC(=O)O)nnc1C1CCCCC1	-2.1	2%	-13	6	-4	0.8	-1	-21	2
4	CCOC(=O)C(NC(=O)c1ccccc1)=C1CCCCC1	-1.9	5%	6	-1	5	-0.3	-5	-6	-6
5	O=C1CC(N2CCN(Cc3ccc4c(c3)OCO4)CC2)C(=O)N1Cc1ccc(N2CCCC2=O)cc1 (centres undefined)	-0.1	2%	-7	-19	-2	-1.1	-5	-12	2
6	COc1ccc(-n2c(C)c(C(C)=O)c(C(C)=O)c2C)cc1OC	-1.4	1%	-14	-8	-14	0.2	-6	-13	-1
7	CCOc1ccccc1NC1c2ccccc2C(=O)N1c1cccnc1 (centres undefined)	1.2	5%	-3	19	-13	-0.8	-3	-18	-2
8	O=C(c1cc(-c2cccnc2)nc2ccc(Br)cc12)N1CCN(c2ncccn2)CC1	2.1	4%	18	20	2	0.6	-1	9	2
9	CCOC(=O)Nc1ccc2c(c1)N(C(=O)CN(CC)CC)c1ccccc1C=C2	3.7	2%	-2	-2	-13	7.2	1	22	-5
10	O=C(Oc1nsnc1N1CCOCC1)N(c1ccccc1)c1ccccc1	-0.8	4%	29	-14	11	-1.4	9	-13	9
11	Cc1ccc(N2CCN(CCc3nc4cc(NC(=O)c5ccco5)ccc4n3C)CC2)cc1	4.3	2%	32	17	6	0.8	9	34	-4
12	CCOC(=O)N1CCN(C(=O)c2cc(S(=O)(=O)N3CCCC3)cn2C)CC1	-2.5	7%	-15	-3	0	0.1	2	3	-5
13	COc1nc2ccccc2c(=O)n1OCC(C)C	-2.2	6%	3	1	3	-0.5	3	2	-1
14	Cc1cccc(NC(=O)c2ccc(NS(=O)(=O)c3c(C)noc3C)cc2)c1	-2.2	7%	45	9	-2	-0.7	-6	4	0
15	Cc1cc(N2CCN(c3nnnn3-c3ccccc3)CC2)n2ncnc2n1	0.9	6%	-15	6	3	0.3	0	2	2
16	COc1ccc(NC(=O)Cn2nnc(C(N)=O)c2N)c(OC)c1	-0.2	4%	-17	7	8	0.5	-3	3	-2
17	CCOC(=O)c1coc(CNC(=O)c2c(C)oc3c2CCCC3)c1	-1.0	5%	9	0	3	0.2	6	2	3
18	Cc1ccc(NCN2C(=O)C3C4C=CC(C4)C3C2=O)cc1 (centres undefined)	0.3	1%	-16	-29	4	-0.3	-10	12	7
19	CC1CCN(C(c2ccc(N(C)C)cc2)c2nnnn2Cc2ccc(F)cc2)CC1 (centres undefined)	0.1	9%	5	-8	20	0.3	2	-13	6
20	Cc1nc2ccc(S(=O)(=O)NC(C(=O)NC3CCCC3)C(C)C)cc2s1 (centres undefined)	-1.9	2%	-12	17	5	1.2	-13	8	2
21	c1ccc(-n2c(-c3ccncc3)nnc2-c2cccs2)cc1	-0.6	10%	-9	4	-9	0.7	5	-11	-6
22	CCOCC(=O)Nc1cccc(Br)c1	-4.5	7%	7	10	-4	-0.4	6	-9	4
23	Cc1cccc(N2CCN(C(=O)COc3cc(=O)n(C)c4ccccc34)CC2C)c1 (centres undefined)	-4.0	6%	4	-6	-3	0.0	-11	15	2
24	O=C(Nc1ccccc1-c1ccccc1)NC1CCN(C(=O)N2CCOCC2)CC1	0.5	2%	-15	-11	-3	-0.1	0	5	2
25	Cc1ccc(-c2n[nH]c(=O)c3ccccc23)cc1N	-2.6	2%	-17	7	-2	1.1	2	-5	0
26	Cn1c(SCc2ccc3c(c2)OCO3)nnc1-c1ccccc1	0.4	2%	-15	29	-6	0.0	-2	0	-1
27	Cc1ccc2nnc(Cl)n2n1	-0.6	8%	-17	-6	-1	-1.3	12	-19	-20
28	Cc1occc1-c1nc(-c2ccccn2)no1	0.7	5%	1	2	8	0.6	0	1	0
29	CC(=O)Nc1cccc2c1[n+]([O-])c(C)c(C)[n+]2[O-]	-0.6	5%	-3	-14	9	-0.7	3	5	0
30	CCOc1ccc(N2C(=O)NC(Cc3c[nH]c4ccccc34)C2=O)cc1 (centres undefined)	-1.9	0%	12	5	3	0.2	-7	-18	-2
31	COc1ccc(N/C(=N\c2nc(C)cc(C)n2)NC(C)=O)cc1OC	-2.5	2%	1	-8	-6	0.2	1	-7	1
32	COc1cc(OC)c(C2CC(=O)N3CN(c4ccc(C)cc4)CSC3=C2C#N)cc1OC (centres undefined)	0.3	18%	4	13	20	0.2	10	3	-10
33	C=CCn1c(=O)c(C#N)cc2c(=O)n3ccccc3nc21	43*	7%[fluoresces]	-7	-14	-44	16*	-28	2	i[fluorescence artefact?]
34	Cn1c(C(=O)NCC2CCCO2)cc2c(=O)n(C)c3ccccc3c21 (centres undefined)	-0.1	2%	-3	1	4	-0.5	13	2	-20
35	NC(CO)C(=O)NNCc1ccc(O)c(O)c1O (centres undefined)	-0.1	2%	9	-12	.	-0.6	-8	-28	4
36	O=C(Oc1ccc2c(=O)c(Cl)coc2c1)c1ccncc1	0.9	13%	23	-14	5	-1.3	-2	-7	-5
37	Cc1cc(NC(=O)CSc2ccccc2)no1	-2.3	3%	7	8	3	-0.9	0	-8	6
38	CCOC(=O)c1c(C)c(C(=O)Nc2ccc(N(C)C)cc2)c(C)n1CC	-3.6	3%	12	72*	24	-0.6	3	54*	-3
39	CN(C)/C=C1\C(=O)c2ccc(N(C)C)nc2CC1c1ccccc1 (centres undefined)	99*	8%	-8	-6	-122	25*	-22	7	-32
40	CCOc1ccc(Oc2nc(NCC(C)C)nc(N(C)C)n2)nn1	-1.9	3%	-11	-21	-7	1.1	3	-23	2
41	CCC1CCCCN1C(=O)CSc1nnc(-c2ccc(Cl)s2)o1 (centres undefined)	-0.1	2%	39	9	-5	-0.8	-7	21	-5
42	Cc1ccc(-n2sc3ccccc3c2=O)cc1S(=O)(=O)N1CCCCC1	-1.4	70%	33	-15	26	-0.4	-2	-35	-1
43	O=C(CN1C(=O)c2ccccc2C1=O)Nc1cccnc1	-2.0	11%	-10	7	-8	-0.5	0	-6	2
44	CCOC(=O)c1c(-c2ccc(C)o2)csc1NC(=O)CSc1nnnn1-c1ccccc1	0.3	1%	18	-10	18	0.7	-14	-9	2
45	OC(CN(c1ccccc1)c1ccccc1)Cn1cnc2ccccc21 (centres undefined)	-2.1	3%	23	-12	21	0.7	-3	2	-6
46	COc1ccc(NC(=O)C2CCN(c3nc(C)nc4c3CCC4)CC2)cc1	-3.0	4%	10	11	22	-0.3	10	12	5
47	Cc1ccc(-c2nc(C#N)c(NCCN3CCCCC3)o2)cc1	-4.2	5%[fluoresces]	-1	-13	-6	-1.1	15	9	-214[fluorescence artefact?]
48	CC(C)c1ccc(N2C(=O)[C@@H]3Cc4ccccc4CN3C2=O)cc1	-3.3	8%	-13	17	4	0.8	5	0	-2
49	CC1CCCC(C)N1C(=O)CN1C(=O)C(C)(C)Oc2ccc(C(=O)NC3CCCC3)cc21 (centres undefined)	0.2	5%	-10	0	2	0.5	-10	-18	-1
50	Cc1nnc(SCCn2c(N3CCC(C)CC3)nc3c2c(=O)n(C)c(=O)n3C)s1	-0.3	9%	.	-13	5	0.8	1	0	2
51	COC(=O)c1ccccc1N(C)C(=O)C12CCC(C)(C(=O)O1)C2(C)C (centres undefined)	-1.2	4%	-2	-6	4	0.0	1	-4	6
52	Clc1ccc(-n2ncc3c(NCc4cccs4)ncnc32)cc1	2.5	1%	10	74*	.	-0.1	17	44	-7
53	Cc1nn(-c2cc(Cl)ccc2N)c(=O)c2ccccc12	0.4	2%	-9	3	13	-0.1	5	10	-1
54	O=C(Nc1c(F)cc(F)cc1Br)c1ccco1	1.1	10%	-7	10	-4	1.2	-4	-2	-3
55	CC(=O)C1=C(C)Nc2ncnn2C1c1ccccc1OCc1ccccc1 (centres undefined)	-2.2	3%	23	0	-2	-0.4	-3	5	2
56	CCOC(=O)c1[nH]c2cc3c(cc2c1NC(=O)CN1CC(C)CC(C)C1)OCO3 (centres undefined)	-1.0	4%[fluoresces]	-10	-20	.	2.0	-18	-31	-78[fluorescence artefact?]
57	Cc1ccc(N2C(=O)CSC23C(=O)Nc2ccccc23)cc1 (centres undefined)	-1.1	5%	15	-11	-1	-0.8	3	-10	-2
58	COCCNc1nnc(SCC(=O)N2CCN(S(=O)(=O)c3ccccc3)CC2)s1	-2.2	4%	-10	-8	1	-0.7	-11	-29	4
59	CC(=O)OC1(C(F)(F)F)Oc2ccccc2NC1=O (centres undefined)	-4.0	4%	-14	-6	-60	-1.2	-1	-2	-12
60	O=C(NCCCN1CCOCC1)c1c(O)c2ccccc2[nH]c1=O	-2.5	4%	5	19	-5	-1.1	0	-25	-3

(cont.)
cpd	canonical_smiles	5HT1a ag	NADH enzymes	Ecoli tolC	SF1 activator	5HT1a antag	HTR1E agonist	HTR1E antagonist	RORa activator	MMP-13 inhibitor
61	CCCOc1ccc(N2C(=O)CC(N3CCC(c4nncn4CC)CC3)C2=O)cc1 (centres undefined)	-1.4	5%	-13	9	2	-0.4	-8	-19	2
62	COc1ccc(-n2ncc3c(NCc4ccc5c(c4)OCO5)ncnc32)cc1	0.4	2%	-12	44	-6	-0.5	6	10	-99[fluorescence artefact?]
63	CCOc1ccc(NC(=O)CC2CC(C)(C)OC2=O)cc1 (centres undefined)	-1.0	8%	.	3	2	0.9	2	-3	2
64	Cn1c(OCc2ccc3c(c2)OCO3)nc2c1c(=O)n(Cc1cccc(Cl)c1)c(=O)n2C	-1.0	5%	4	11	.	0.1	-4	-16	0
65	O=c1nc2c(-c3ccccc3F)n[nH]n2c2ccccc12	-0.8	1%[fluoresces]	0	25	-5	-0.4	1	27	-28
66	COc1ccc(NC(=O)C2CCCN2C(=O)NCc2ccccc2)c(OC)c1 (centres undefined)	0.2	7%	5	-17	10	-0.2	-1	12	1
67	O=C(CN(C1CCCCC1)S(=O)(=O)c1ccc(F)cc1)NC1CC1	-1.4	7%	-6	13	-2	1.4	3	-6	3
68	COc1ccc(Cl)cc1NC(=O)c1cccnc1	-6.5	2%	-9	-15	5	-1.2	5	-20	3
69	CCn1cc(Br)c(C(=O)N(C)Cc2ccccc2)n1	0.7	8%	2	-8	10	-0.5	-1	-4	2

Shown with two lines to a compound: entries from further up.
Order of values: 5HT1a ag | NADH enzymes | Ecoli tolC | SF1 activator | 5HT1a antag | HTR1E agonist | HTR1E antagonist | RORa activator | MMP-13 inhibitor
[67] O=C(CN(C1CCCCC1)S(=O)(=O)c1ccc(F)cc1)NC1CC1
→ -1.4 | 7% | -6 | 13 | -2 | 1.4 | 3 | -6 | 3
[68] COc1ccc(Cl)cc1NC(=O)c1cccnc1
→ -6.5 | 2% | -9 | -15 | 5 | -1.2 | 5 | -20 | 3

Compound activity from PubChem.
